# CHT inh – inhibits the human high affinity choline transporter | Q9GZV3 | B-score at 10 µM | 310,000 tested, 0.86% active | CHT-expressing cells, membrane potential dye, choline response; stronger effect = lower value;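 active = B-score over 3 SD under the library average, and starting fluorescence ratio not unusually high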;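 also: choline stimulus applied at its EC90 after an EC20 pre-addition; B-score computed on integrated fluorescence ratio after choline addition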
# Target sequence (Q9GZV3 whole entry, looked up): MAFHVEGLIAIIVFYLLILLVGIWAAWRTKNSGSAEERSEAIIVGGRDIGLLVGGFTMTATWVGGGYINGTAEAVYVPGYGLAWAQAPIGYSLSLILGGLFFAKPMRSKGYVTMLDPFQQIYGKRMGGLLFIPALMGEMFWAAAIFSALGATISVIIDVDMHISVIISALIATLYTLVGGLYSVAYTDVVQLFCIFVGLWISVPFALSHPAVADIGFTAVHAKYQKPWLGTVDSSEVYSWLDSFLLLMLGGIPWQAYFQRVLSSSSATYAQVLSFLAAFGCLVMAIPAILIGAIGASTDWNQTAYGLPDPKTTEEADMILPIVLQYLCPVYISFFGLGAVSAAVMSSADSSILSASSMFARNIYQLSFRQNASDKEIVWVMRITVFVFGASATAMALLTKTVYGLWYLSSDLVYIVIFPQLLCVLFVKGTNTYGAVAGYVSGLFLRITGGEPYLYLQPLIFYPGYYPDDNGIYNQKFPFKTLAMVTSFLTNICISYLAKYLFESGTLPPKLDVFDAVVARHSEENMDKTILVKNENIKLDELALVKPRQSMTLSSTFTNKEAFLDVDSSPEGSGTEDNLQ
# CHT allo act – allosteric activators of human choline transporter CHT; Q9GZV3; CHT-expressing cells, membrane potential dye, choline EC20; stronger effect = higher value; LV-AA mutant CHT in HEK293 cells; B-score at 10 µM; 310,000 tested, 0.49% active; AID 488977;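 active = initial fluorescence not abnormally high and integrated response B-score, plate-corrected, over 3 SD above library mean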
# STK33 inh – human STK33 kinase inhibition | Q9BYT3 | purified STK33, MBP phosphorylation, ADP-Glo luminescence | inhibition, % at 10 µM | 320,000 tested, 0.073% active | AID 2661;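 active = inhibition at or above 25%, using the most active replicate where run in duplicate; inactive = inhibition below 25%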
# Target sequence (Q9BYT3 whole entry, looked up): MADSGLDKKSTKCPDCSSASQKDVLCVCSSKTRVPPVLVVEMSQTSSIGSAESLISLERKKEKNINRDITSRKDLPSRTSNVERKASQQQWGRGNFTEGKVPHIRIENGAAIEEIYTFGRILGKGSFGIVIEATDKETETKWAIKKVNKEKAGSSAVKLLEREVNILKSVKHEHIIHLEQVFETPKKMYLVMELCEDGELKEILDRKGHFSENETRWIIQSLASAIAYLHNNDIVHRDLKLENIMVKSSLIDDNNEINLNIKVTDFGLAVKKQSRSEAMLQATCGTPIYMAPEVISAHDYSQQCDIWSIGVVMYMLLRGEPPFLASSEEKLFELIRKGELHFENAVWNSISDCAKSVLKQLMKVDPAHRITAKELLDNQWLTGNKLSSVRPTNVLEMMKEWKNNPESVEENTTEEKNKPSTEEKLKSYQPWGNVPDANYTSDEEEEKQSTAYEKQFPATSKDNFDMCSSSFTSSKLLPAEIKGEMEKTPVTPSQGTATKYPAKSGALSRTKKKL
# Starred values were filed as active, the others as inactive; i = inactive; . = not tested or not shown.
# Sequence of screens: CHT allo act, CHT inh, STK33 inh
O=C(Nc1ccccc1C(=O)O)c1cccc(S(=O)(=O)Nc2ccc(Br)cc2)c1
→ i, i, 0.0
O=C(COC(=O)c1cc(S(=O)(=O)N2CCCCC2)ccc1N1CCOCC1)c1ccccc1
→ i, i, -0.3
N#CC1=C2Nc3ccccc3N2C(=O)NC1(c1ccccc1)C(F)(F)F (stereo not given)
→ i, i, -0.5
COC(=O)c1ccc(C2C(Oc3ccc(OC)cc3)C(=O)N2CCc2ccc(OC)c(OC)c2)cc1 (stereo not given)
→ i, i, 0.2
CC(C(=O)NC1CCCC1)N(Cc1ccco1)C(=O)c1snc(C(=O)NC2CCCC2)c1N (stereo not given)
→ i, i, -0.7
CCOc1cc(N2CCOCC2)c(OCC)cc1NC(=O)Cc1ccc(OC)c(OC)c1
→ i, i, -0.5
CC(=O)Nc1ccc(NC(=O)c2ccccc2N(Cc2ccccc2)S(C)(=O)=O)cc1
→ i, i, -0.9
Cc1ccc(C2C(N)C(=O)N2c2ccc(C)cc2)cc1 (stereo not given)
→ i, i, -0.2
COc1ccc(C(=O)NC(Nc2ccccc2)C(Cl)(Cl)Cl)cc1 (stereo not given)
→ i, i, -4.1
CSc1ccc(S(=O)(=O)NCC(=O)OCC(=O)N(C)C2CCCCC2)cc1[N+](=O)[O-]
→ i, i, -2.1
O=C(NNc1nc(-c2ccccc2)cs1)c1ccccc1
→ i, -7.8*, -1.3
O=C(Nc1nnc(-c2ccccc2)o1)Nc1ccccc1Cl
→ i, i, 0.4
CC(=O)c1sc(NC(=O)CS(=O)(=O)c2ccccc2)nc1C
→ i, i, -0.3
COc1ccc(Cl)cc1N(CC(=O)NC1CC1)S(=O)(=O)c1ccc(C)c([N+](=O)[O-])c1
→ i, i, -1.9
CCOC(=O)N1CCN(C(=O)CCc2c(C)nc3c(c(C)nn3-c3ccc(C)c(C)c3)c2C)CC1
→ i, i, -0.7
O=C(NCCC(=O)N1CCC2(CC1)NCCc1[nH]cnc12)c1cccc(Br)c1
→ i, i, 0.1
O=C(CSc1ncn[nH]1)Nc1ccc(S(=O)(=O)Nc2ncccn2)cc1
→ i, i, 2.9
COc1ccc(N2CCN(C(=O)c3cc4cc(Cl)ccc4[nH]3)CC2)cc1
→ i, i, -0.2
CC(=O)NC1CSCC1OC(C)=O (stereo not given)
→ i, i, 0.7
CC(C)(C)NC(=O)NC(=O)COC(=O)CNC(=O)C1CCCCC1
→ i, i, -0.3
Cc1nc(S(=O)(=O)Cc2ccccc2Cl)nc2c1CCC2
→ i, i, -1.4
O=C(Nc1cccc(F)c1)c1sc(Cl)nc1-c1ccccc1
→ i, i, -0.8
O=S(=O)(NCc1cn2ccccc2n1)c1cccs1
→ i, i, -1.3
COc1ccc(CNC(=O)CN(c2cc(C)cc(C)c2)S(=O)(=O)c2c(C)noc2C)cc1
→ i, i, -1.0
Cc1cccc(NC(=O)CSc2cc(C)c(C#N)c3nc4ccccc4n23)c1
→ i, i, -1.0
CC(C)(C)c1ccc(Cn2nnc3c(=O)[nH]c(C4CCCN(C(=O)Cc5cccs5)C4)nc32)cc1 (stereo not given)
→ i, i, 0.1
Cc1ccc(S(=O)(=O)N(C)c2ccc(N)cc2)cc1
→ i, i, 1.1
Cc1ccc(SCCC(=O)NC2CC2)cc1
→ i, i, -1.6
C=CCOc1c(Br)cc(CNc2ccc3[nH]c(=O)[nH]c3c2)cc1OCC
→ i, i, -1.2
CCCCN=CC1=C(O)C(C(=O)OC)C(C)(C)CC1=O (stereo not given)
→ i, i, -0.6

# (further entries)
# Sequence of screens: CHT allo act, CHT inh, STK33 inh
CC1=C(C(=O)Nc2ccc(F)cc2)C(c2cccc(C)c2)n2nc(CCCO)nc2N1 (stereo not given)
→ i, i, 2.7
C=CCNC(=O)COC(=O)/C=C/c1cccs1
→ i, i, 3.0
CCCOc1ccc(-c2csc(NC(=O)CN3C(=O)CCC3=O)n2)cc1
→ i, i, -1.2
O=C(NNc1cc(Cl)ccc1Cl)c1cccs1
→ i, i, 0.8
N=C1C2=C3Sc4ccccc4N3CCCC2=NN1c1cccc(S(=O)(=O)O)c1
→ i, i, 0.7
CC1(N2CCCCC2)CC2(O)C(=[N+]1[O-])CCC/C2=N\O (stereo not given)
→ i, i, -0.9
Cc1ccc(C(=O)NCCc2nnc3ccc(N4CCCC4)nn23)cc1
→ i, i, -2.2
COc1ccc(-c2nnc3ccc(SCC(=O)Nc4nc5ccccc5s4)nn23)cc1OC
→ i, i, 0.8
CC1CC(C)CN(c2oc(-c3ccccc3F)nc2C#N)C1 (stereo not given)
→ i, i, -1.7
Cc1onc(-c2ccccc2)c1C(=O)Nc1ccc(OC(C)C)cc1
→ i, i, 0.7
O=C(CSc1ccc(-c2cccnc2)nn1)Nc1ccc(F)cc1F
→ i, i, -0.4
O=c1c2ccccc2c(-c2cccc(C(F)(F)F)c2)nn1-c1ccccc1
→ i, i, -1.0
Cc1ccc(Oc2ccc3c(c2)C(=O)N(c2ccc(S(=O)(=O)Nc4nccs4)cc2)C3=O)cc1
→ i, i, -0.7
COc1cccc(NC(=O)/C=C/c2ccco2)c1
→ i, i, 0.3
Cc1ccc2cc(C#N)c(NCc3ccco3)nc2c1
→ i, i, 0.8
CCn1c(C)nnc1SCC(=O)Nc1ccc(Cl)cc1
→ i, i, -1.2
CC(C)N(CCCNC(=O)C1CCC(CNS(=O)(=O)c2ccccc2)CC1)Cc1ccccc1 (stereo not given)
→ i, i, -1.3
COc1ccc(OC)c2c1CCC2=O
→ i, i, 0.4
OC(Cc1cccnc1)(Cc1cccnc1)c1cc2ccccc2[nH]1
→ i, i, -1.4
Cc1cc(C)c(C#N)c(SCC(=O)NC(C)(C)C)n1
→ i, i, -3.2
Cc1cc(NC(=O)C2CCCN(S(=O)(=O)c3c(C)noc3C)C2)no1 (stereo not given)
→ i, i, 0.2
O=c1c2ccccc2[nH]c(=S)n1CCN1CCN(Cc2ccccc2)CC1
→ i, i, -0.8
Cc1ccc(C(=O)Nc2sc3c(c2C(=O)NCc2ccco2)CCCC3)cc1
→ i, i, -2.8
CCn1c(=O)cc(OCC(=O)Nc2ccccc2N2CCN(C)CC2)c2ccccc21
→ i, i, -0.6
COc1cc(CNC(C)c2ccccc2)c(Br)cc1OCC(N)=O (stereo not given)
→ i, i, 0.2
O=C(Nc1ccccc1)Nc1ccno1
→ i, i, -1.3
Cc1ccccc1OCC(=O)N/N=C/c1cc2ccccc2nc1Cl
→ i, i, -1.0
Cc1occc1C(=O)N/N=C/C(Br)=C\c1ccccc1
→ i, i, -0.8
O=C(COc1ccccc1)NCC1CCCO1 (stereo not given)
→ i, i, 0.3
Cc1cc(C)n(CC2CC(=O)N(c3cc(Cl)cc(Cl)c3)C2=O)n1 (stereo not given)
→ i, i, -0.4

# Ordered by molar mass (lowest first): 3 of the compounds above.
# Sequence of screens: CHT allo act, CHT inh, STK33 inh
Cc1cc(C)c(C#N)c(SCC(=O)NC(C)(C)C)n1
→ i, i, -3.2
O=c1c2ccccc2c(-c2cccc(C(F)(F)F)c2)nn1-c1ccccc1
→ i, i, -1.0
COc1cc(CNC(C)c2ccccc2)c(Br)cc1OCC(N)=O (stereo not given)
→ i, i, 0.2

# Continuation.
# Sequence of screens: CHT allo act, CHT inh, STK33 inh
O=C(CSCc1ccc(Cl)cc1)Nc1ccccc1O
→ i, i, 0.3
O=C(C1=C(O)C(=O)N(CC2CCCO2)C1c1cccnc1)c1ccco1 (stereo not given)
→ i, i, 0.2
O=C(O)c1ccc(/C=N/Nc2ccc(Cl)nn2)cc1
→ i, i, -0.1
CCCc1cc(=O)oc2c3c(cc(OCC(=O)NCC4CCC(C(=O)O)CC4)c12)OC(C)(C)CC3 (stereo not given)
→ i, i, -0.1
Cc1cc(NC(=O)CSCC(=O)OCC(=O)Nc2cc(C)c(C)cc2[N+](=O)[O-])no1
→ i, i, -2.4
O=C(Nc1ccccc1C(=O)NCc1ccccc1)c1ccco1
→ i, i, -0.1
O=C1/C(=C/c2cccnc2)Sc2ccccc21
→ i, i, 1.7
O=C(N1CCCCC1)C1(c2ccccc2)CCOCC1
→ i, i, -3.0
COc1cccc2cc(-c3ccnc(N)n3)oc12
→ i, i, 3.2
CC1CCCC(C)N1CCNC(=O)Nc1ccc(Cl)cc1 (stereo not given)
→ i, i, -0.7
CC1=CC2CC1C1C(=O)N(c3ccc(S(=O)(=O)Nc4nc(C)cc(C)n4)cc3)C(=O)C21 (stereo not given)
→ i, i, -2.6
Cc1cc(C)nc(NS(=O)(=O)c2ccc(NC(=O)c3ccc(N4C(=O)CCC4=O)cc3)cc2)n1
→ i, i, -1.0
Cc1nnc(SCC(=O)Nc2ccc(S(=O)(=O)N3CCCC3)cc2)n1N
→ i, i, -1.7
COc1ccc(N(CC(=O)Nc2cccc(C(=O)O)c2)S(=O)(=O)c2c(C)noc2C)cc1
→ i, i, 0.6
COc1ccc(OC)c(C(=O)c2c(C)oc3cc(Br)c(O)c(CN(C)C)c23)c1
→ i, i, -0.3
O=C(CNC(=O)c1ccccc1)NCC(=O)OCC(=O)c1ccc([N+](=O)[O-])cc1
→ i, i, -0.1
O=C(Cn1c(=O)[nH]c2ccsc2c1=O)N1CCN(c2ccc(F)cc2)CC1
→ i, i, 0.7
O=C(NCc1cccs1)c1cccc(Nc2nc3ccc(Br)cc3[nH]2)c1
→ i, i, 0.4
CC1CCCC(NC(=O)CSc2ncccc2C(=O)O)C1C (stereo not given)
→ i, i, -0.8
Cc1sc2nc(CN3CCCC3)nc(N3CCC(C(N)=O)CC3)c2c1C
→ 8.9*, i, -0.2
COc1cc(/C=C(\CC(=O)O)c2nc3ccccc3s2)cc(OC)c1O
→ i, i, -1.0
O=C(Nc1cccc(-c2nc3cc(Cl)ccc3o2)c1)C1CCCO1 (stereo not given)
→ i, i, -0.2
COC(=O)/C=C1/N/C(=N\c2nc(C)cc(C)n2)N(c2ccccc2)C1=O
→ i, i, 0.1
COC(=O)CN(c1cccc(C(C)=O)c1)S(C)(=O)=O
→ i, i, -1.9
CCCNC(=S)NC1CC2CCC(C1)N2Cc1ccccc1 (stereo not given)
→ i, i, -2.4
COc1ccccc1OCCNC(=O)Cc1ccc(S(=O)(=O)N2CCOCC2)s1
→ i, i, .
Cc1cc(C)c(NC(=O)CSc2nc3ncc(Br)cc3[nH]2)c(Cl)c1
→ i, i, -0.8
COC(=O)c1ccc(S(=O)(=O)N2CCOCC2)o1
→ i, i, -1.7
Cc1ccc(NC(=O)/C(C#N)=C/c2ccc(C)s2)c(C)c1
→ i, i, -0.7
CC[n+]1ccc(C)c2cc(P(=O)(c3ccccc3)c3ccccc3)ccc21
→ 7.8*, i, -0.4

# New compounds follow:
# Sequence of screens: CHT allo act, CHT inh, STK33 inh
CC(=O)Nc1nnc(COc2ccccc2)s1
→ i, i, -1.8
CC(C(=O)NCc1ccc2c(c1)OCO2)N(c1ccccc1)S(C)(=O)=O (stereo not given)
→ i, i, 0.5
O=C(NCCc1ccccc1)c1ccc(Cl)c(S(=O)(=O)N2CCCC2)c1
→ i, i, 0.1
CN(C)c1ccc(C(C#N)c2ccccc2)nn1 (stereo not given)
→ i, i, 0.5
COCCNC(=O)C1=C(N)C(C(=O)Nc2ccc(C)c(S(=O)(=O)N3CCCCC3)c2)SC1=Nc1ccc(C)cc1C (stereo not given)
→ i, i, -1.6
CC1(c2nnc(-c3ccc(F)cc3)o2)CC(c2ccncc2)=NO1 (stereo not given)
→ i, i, 3.4
COc1cc(OC)cc(C(=O)NNC(=O)CN2C(=O)NC(C)(c3ccc(C)cc3)C2=O)c1 (stereo not given)
→ i, i, -1.4
Clc1ccccc1CNc1nc2ccccc2n2cnnc12
→ i, i, -0.7
Nc1nc(C(F)(F)F)c(Br)c(=O)n1N
→ i, i, -0.4
CCN(CC(=O)Nc1ccc(N2CCOCC2)cc1)C(=O)c1ccc(C#N)cc1
→ i, i, 0.9
COc1ccc(C(=O)N2CCN(C(=O)C3COc4ccccc4O3)CC2)cc1 (stereo not given)
→ i, i, 0.0
CCC1CCC(C(=O)NNC(=O)c2cc(-c3ccco3)[nH]n2)CC1 (stereo not given)
→ i, i, -0.2
CCOC(=O)c1c(C)n(CCNC(C)=O)c2ccc(OC)cc12
→ i, i, 0.1
COc1ccc(NC2=CC(c3ccc(F)cc3)N(c3ccc(OC)cc3)C2=O)cc1 (stereo not given)
→ i, i, -1.8
Cc1cnc(C(=O)Oc2cccc(Cl)c2Cl)cn1
→ i, i, -0.2
COc1ccc(/C=C(\NC(=O)c2ccco2)C(=O)NC(Cc2ccccc2)C(=O)O)cc1 (stereo not given)
→ i, i, 4.0
CS(=O)(=O)NCCn1ccc2ccccc21
→ i, i, -0.8
O=C1c2ccccc2S(=O)(=O)c2cc(N3CCN(C(=O)c4ccccc4)CC3)ccc21
→ i, i, -0.4

# Shown field by field: part of the list above.
SMILES: CC1(c2nnc(-c3ccc(F)cc3)o2)CC(c2ccncc2)=NO1 (stereo not given)
- CHT allo act: i
- CHT inh: i
- STK33 inh: 3.4
SMILES: COc1cc(OC)cc(C(=O)NNC(=O)CN2C(=O)NC(C)(c3ccc(C)cc3)C2=O)c1 (stereo not given)
- CHT allo act: i
- CHT inh: i
- STK33 inh: -1.4
SMILES: Clc1ccccc1CNc1nc2ccccc2n2cnnc12
- CHT allo act: i
- CHT inh: i
- STK33 inh: -0.7
SMILES: Nc1nc(C(F)(F)F)c(Br)c(=O)n1N
- CHT allo act: i
- CHT inh: i
- STK33 inh: -0.4

# Looked up above.
# Entry for `O=C(CSc1ncn[nH]1)Nc1ccc(S(=O)(=O)Nc2ncccn2)cc1` in STK33 inh: 2.9
# Entry for `COc1cc(CNC(C)c2ccccc2)c(Br)cc1OCC(N)=O` (stereo not given) in STK33 inh: 0.2
# Entry for `Cc1nnc(SCC(=O)Nc2ccc(S(=O)(=O)N3CCCC3)cc2)n1N` in STK33 inh: -1.7
# Entry for `COC(=O)/C=C1/N/C(=N\c2nc(C)cc(C)n2)N(c2ccccc2)C1=O` in STK33 inh: 0.1
